Screening results from PubChem.
NCI-60 one-dose screen, 48 h, at 10 µM unless noted. Numbers give growth in % (100 = growth as untreated, 0 = no growth, -100 = all killed).
K-562 = K-562 leukemia | 78,000 compounds, 7.4% hits
RPMI-8226 = RPMI-8226 leukemia cells. 77,000 compounds, 7.5% hits. AID 1794781
CCRF-CEM = CCRF-CEM leukemia. 77,000 compounds, 7% hits. AID 1794778
MOLT-4 = MOLT-4 leukemia cells. 80,000 compounds, 6.9% hits. AID 1794779
MDA-MB-468 = MDA-MB-468 breast cancer; 78,000 compounds, 8.5% hits
MDA-MB-231 = MDA-MB-231 breast cancer | AID 1794789 | 81,000 compounds, 5% hits
MDA-MB-435 = MDA-MB-435 melanoma; 82,000 compounds, 7.8% hits
SR = SR leukemia cells | 73,000 compounds, 8.7% hits
The depositor's hits bear a star; & = joins results of further samples; ! = not active in a repeat. How the source made its calls: active means growth percent below 10; inactive means the rest. This is a random part of the collection; overall some 16% were active at least once.

O=C(c1ccccc1)C(Br)[N+](=O)[O-] (configuration not stated) was read as K-562 26, RPMI-8226 76, CCRF-CEM 25, MOLT-4 21, MDA-MB-468 114, MDA-MB-231 93, MDA-MB-435 96 and SR 5.2*.
`O=C1C=CC(=O)N1c1ccc(F)cc1` gave K-562 93, RPMI-8226 113, CCRF-CEM 94, MOLT-4 120, MDA-MB-468 102, MDA-MB-231 115, MDA-MB-435 99 and SR 122.
For CSC(=O)NCCNC(=O)SC the results were K-562 88, MOLT-4 98, MDA-MB-468 121, MDA-MB-231 116 and SR 92.
For FC(F)(F)c1cc(-c2nnc3n2N=C(N2CCCC2)CS3)cc(C(F)(F)F)c1 the results were K-562 71, RPMI-8226 95, CCRF-CEM 86, MOLT-4 91, MDA-MB-468 66, MDA-MB-231 60 and MDA-MB-435 97.
Screening N=C(N)c1ccc(C(=O)NCc2cccnc2)cc1 returned K-562 67, RPMI-8226 90, CCRF-CEM 54, MOLT-4 87, MDA-MB-468 103, MDA-MB-231 121, MDA-MB-435 109 and SR 104.
Screening Cc1cccc(-n2c(C)nc3ccc(N4CCNC4=O)cc3c2=O)c1 returned K-562 104, RPMI-8226 106, CCRF-CEM 109, MOLT-4 111, MDA-MB-468 100, MDA-MB-231 106, MDA-MB-435 102 and SR 107.
CC1(C)CN(CCNc2nccc(-c3c(-c4cccc(O)c4)nc4sccn34)n2)S(=O)(=O)N1 was read as RPMI-8226 96, CCRF-CEM 50, MOLT-4 72, MDA-MB-468 81, MDA-MB-231 54, MDA-MB-435 20 and SR 17.
Cn1c(=O)c2[nH]c(SC/C(=N/O)c3ccccc3)nc2n(C)c1=O was read as K-562 91, RPMI-8226 98, CCRF-CEM 95, MOLT-4 88, MDA-MB-468 104, MDA-MB-231 106, MDA-MB-435 111 and SR 90.
CC(=O)/C(N=Nc1cccc2c1C(=O)c1ccccc1C2=O)=C(\C)O was read as K-562 125, RPMI-8226 99, CCRF-CEM 98, MOLT-4 111, MDA-MB-468 113, MDA-MB-231 111, MDA-MB-435 100 and SR 117.
For Cc1ccccc1Nc1nc2nonc2nc1Nc1cccc(C)c1C the results were K-562 40, RPMI-8226 24, CCRF-CEM 51, MOLT-4 54, MDA-MB-468 12, MDA-MB-231 73, MDA-MB-435 56 and SR 67.
Screening CC(C)C[C@@H]1NC(=O)[C@H](Cc2c[nH]c3ccccc23)NC(=O)[C@H](CO)NC(=O)[C@H](CCCNC(=N)N)NC(=O)[C@H](CC(C)C)NC(=O)[C@H](CCCNC(=N)N)NC(=O)[C@H](Cc2ccc(O)cc2)NC(=O)[C@H](Cc2ccc(O)cc2)NC(=O)[C@H](CO)NC(=O)[C@@H]2CCCN2C(=O)CNC(=O)[C@H](CC(N)=O)NC(=O)[C@@H](Cc2ccc(O)cc2)NC(=O)CSC[C@@H](C(N)=O)NC(=O)[C@H](CO)NC(=O)[C@H](CO)NC1=O returned K-562 101, RPMI-8226 108, CCRF-CEM 119, MOLT-4 137, MDA-MB-468 102, MDA-MB-231 106, MDA-MB-435 101 and SR 100.
COc1cc(C2CC(c3cc(OC)c(OC)c(OC)c3)=NN2c2ccccc2)ccc1OCc1ccccc1 (configuration not stated) was read as RPMI-8226 123, MDA-MB-468 105, MDA-MB-231 104 and MDA-MB-435 104.
`CN(CC(=O)C(C(N)=O)c1ccccc1)c1ccccc1` (configuration not stated) gave K-562 80, RPMI-8226 95, CCRF-CEM 91, MOLT-4 89, MDA-MB-468 115, MDA-MB-435 105 and SR 84.
COc1ccc(/C=N/NC(=O)c2ccc(Br)o2)cc1 was read as K-562 143, RPMI-8226 95, CCRF-CEM 115, MOLT-4 114, MDA-MB-231 114, MDA-MB-435 114 and SR 102.
O=[N+]([O-])c1cccc2c(Br)cccc12 was read as K-562 109, RPMI-8226 103, CCRF-CEM 100, MOLT-4 106, MDA-MB-468 100, MDA-MB-231 90, MDA-MB-435 105 and SR 99.
`O=C(Nc1ccccc1)OCC1COC(c2ccccc2)(c2ccccc2)O1` (configuration not stated) gave K-562 86, CCRF-CEM 98, MOLT-4 98, MDA-MB-468 102, MDA-MB-231 106, MDA-MB-435 113 and SR 93.
O=C(COc1ccc(NC(=O)Nc2ccc(Cl)cc2)cc1)N/N=C/c1ccccc1 was read as K-562 -15*, RPMI-8226 -24*, CCRF-CEM -14*, MOLT-4 9.7*, MDA-MB-468 -94*, MDA-MB-231 -88*, MDA-MB-435 -88* and SR 6.2*.
COC(=O)c1ccc(CSc2nc(=O)n(Cc3ccc(F)cc3)c(=O)[nH]2)cc1 was read as K-562 102, RPMI-8226 104, CCRF-CEM 105, MOLT-4 97, MDA-MB-468 104, MDA-MB-231 102, MDA-MB-435 104 and SR 99.
Screening Cc1cccc(-n2c(C)nc3ccc(NC(=O)NCCCl)cc3c2=O)c1 returned K-562 112, RPMI-8226 98, CCRF-CEM -44*, MOLT-4 105, MDA-MB-468 93, MDA-MB-231 111, MDA-MB-435 99 and SR 96.
CCC(=O)OC1CCC2C3CCC(=O)OC3C(C)(CCC(=O)O)CC12C (configuration not stated) was read as K-562 2.1*, RPMI-8226 6.5*, CCRF-CEM -15*, MOLT-4 -0.6*, MDA-MB-231 20, MDA-MB-435 -15* and SR -21*.

Random excerpt: 2 compounds from above
CC1(C)CN(CCNc2nccc(-c3c(-c4cccc(O)c4)nc4sccn34)n2)S(=O)(=O)N1 was read as RPMI-8226 96, CCRF-CEM 50, MOLT-4 72, MDA-MB-468 81, MDA-MB-231 54, MDA-MB-435 20 and SR 17.
For CSC(=O)NCCNC(=O)SC the results were K-562 88, MOLT-4 98, MDA-MB-468 121, MDA-MB-231 116 and SR 92.

The results go on.
COC(OC)C1=C(C)OC(N)=C(C#N)C12C(=O)Nc1ccccc12 (configuration not stated) was read as K-562 82, RPMI-8226 94, CCRF-CEM 55, MOLT-4 96, MDA-MB-468 86, MDA-MB-231 102, MDA-MB-435 95 and SR 73.
COC(=O)c1c[nH]c2cc(OC(C)C)c(OC(C)C)cc2c1=O was read as K-562 99, RPMI-8226 97, CCRF-CEM 81, MOLT-4 109, MDA-MB-231 109, MDA-MB-435 106 and SR 97.
`O=CN(Cc1nc2ccccc2[nH]1)c1ccc(C(=O)O)cc1` gave K-562 99, RPMI-8226 103, CCRF-CEM 93, MOLT-4 94, MDA-MB-468 105, MDA-MB-231 102, MDA-MB-435 101 and SR 96.
For COc1cc(CNC(=O)/C=C/c2ccc3c(c2)OCO3)ccc1O the results were K-562 90, RPMI-8226 97, CCRF-CEM 101, MOLT-4 95, MDA-MB-468 102, MDA-MB-231 94, MDA-MB-435 103 and SR 107.
O=C(O)c1cccnc1 was read as K-562 111&108&103, RPMI-8226 110&94&106, CCRF-CEM 104&89&99, MOLT-4 107&105&105, MDA-MB-468 98&103&106, MDA-MB-231 93&94&97, MDA-MB-435 105&102&103 and SR 112.
CN(O)c1nc(N(C)O)nc(N2CCOCC2)n1 was read as K-562 9.6*, RPMI-8226 37, CCRF-CEM 5.1*, MOLT-4 22, MDA-MB-468 -6.6*, MDA-MB-231 56, MDA-MB-435 43 and SR 56.
CCOC(=O)C1=NN(c2ccccc2)C(=O)C1N=Nc1ccc(NS(=O)(=O)c2nccs2)cc1 (configuration not stated) was read as K-562 119, RPMI-8226 100, CCRF-CEM 101, MOLT-4 101, MDA-MB-468 92, MDA-MB-231 104, MDA-MB-435 108 and SR 95.
CCC1Cc2ccc(OCCN(C)C)cc2C1=O (configuration not stated) was read as K-562 101, RPMI-8226 100, CCRF-CEM 97, MOLT-4 88, MDA-MB-468 114, MDA-MB-231 108, MDA-MB-435 99 and SR 107.
For O=C(O)CCCCCCCCCCNC(=O)Nc1cccc(C(F)(F)F)c1 the results were K-562 81, RPMI-8226 67, CCRF-CEM 89, MOLT-4 91, MDA-MB-468 124, MDA-MB-231 98, MDA-MB-435 94 and SR 110.
For S=C(Nc1ccccc1)N(/N=C/C=C/c1ccccc1)c1nnc(-c2ccccc2)c(-c2ccccc2)n1 the results were K-562 96, RPMI-8226 96, CCRF-CEM 101, MOLT-4 89, MDA-MB-468 99, MDA-MB-231 83, MDA-MB-435 102 and SR 92.
`CN(C)c1ccc(C(=N)c2ccc(N(C)C)cc2)cc1` gave K-562 7.8*!, RPMI-8226 25&31, CCRF-CEM 33, MOLT-4 17&29, MDA-MB-468 -19*, MDA-MB-231 36&54, MDA-MB-435 -37* and SR 10&20.
For CCOC(=O)CSc1ncnc2c1c(-c1ccccc1)cn2C1CCCCC1 the results were K-562 81, RPMI-8226 92, CCRF-CEM 93, MOLT-4 87, MDA-MB-468 103, MDA-MB-231 95, MDA-MB-435 96 and SR 92.
`CC(=O)Oc1ccc2ccc3ccc(C(C)=O)cc3c2c1` gave K-562 88, RPMI-8226 76, CCRF-CEM 75, MOLT-4 70, MDA-MB-468 58, MDA-MB-231 80, MDA-MB-435 90 and SR 61.
For CC(C)CCCCCOC(=O)c1ccccc1SSc1ccccc1C(=O)OCCCCCC(C)C the results were K-562 96, RPMI-8226 89, CCRF-CEM 71, MOLT-4 72, MDA-MB-468 109, MDA-MB-231 100, MDA-MB-435 107 and SR 87.
Screening NC(=O)c1c(Br)cc(Br)c(NC(=O)CCl)c1Br returned K-562 97, RPMI-8226 98, CCRF-CEM 86, MOLT-4 102, MDA-MB-468 96, MDA-MB-231 101, MDA-MB-435 90 and SR 89.
COc1ccccc1-n1c(-c2cccc(O)c2)cn2c3c(=O)[nH]c(=O)n(C)c3nc12 was read as RPMI-8226 108, CCRF-CEM 99, MDA-MB-468 90, MDA-MB-231 80 and MDA-MB-435 105.
COc1cc(-c2nn(-c3cccc(NC(=O)CCN4CCN(C)CC4)c3)cc2-c2ccncc2)ccc1Cl was read as K-562 -10*, RPMI-8226 4.9*, CCRF-CEM 9.1*, MOLT-4 13, MDA-MB-468 18, MDA-MB-231 40, MDA-MB-435 -46* and SR -43*.
N#Cc1c(Nc2ccc(F)cc2)n[nH]c1-c1cccs1 was read as K-562 99, RPMI-8226 97, CCRF-CEM 100, MOLT-4 103, MDA-MB-468 98, MDA-MB-231 89, MDA-MB-435 100 and SR 107.
Screening COc1ccc(-n2c(SCC(=O)Nc3ccc(S(=O)(=O)Nc4cc(C)on4)cc3)nc3ccccc3c2=O)cc1 returned K-562 128, RPMI-8226 108, CCRF-CEM 94, MOLT-4 129, MDA-MB-468 89, MDA-MB-231 95, MDA-MB-435 100 and SR 120.
`O=C1Nc2ccccc2C/C1=C/c1nc2ccccc2c(=O)[nH]1` gave K-562 99, CCRF-CEM 96, MOLT-4 111, MDA-MB-468 90, MDA-MB-231 85, MDA-MB-435 103 and SR 110.
CC12CC[C@@H]3[C@]4(C)COC(c5cccc(Cl)c5)O[C@@H]4CC[C@@]3(C)[C@@H]1CC(C1=CCOC1=O)O2 (some centres not stated) was read as K-562 50, RPMI-8226 63, CCRF-CEM 80, MOLT-4 73, MDA-MB-468 62, MDA-MB-231 83, MDA-MB-435 81 and SR 68.
`CC(C)C1=NOC(=O)C1=Cc1cn(-c2ccccc2)nc1-c1ccc(F)cc1` gave K-562 29, RPMI-8226 -17*, CCRF-CEM 11, MOLT-4 18, MDA-MB-468 73, MDA-MB-231 98, MDA-MB-435 77 and SR -17*.

4 entries from above, ordered by formula weight, highest first.
CC12CC[C@@H]3[C@]4(C)COC(c5cccc(Cl)c5)O[C@@H]4CC[C@@]3(C)[C@@H]1CC(C1=CCOC1=O)O2 (some centres not stated) was read as K-562 50, RPMI-8226 63, CCRF-CEM 80, MOLT-4 73, MDA-MB-468 62, MDA-MB-231 83, MDA-MB-435 81 and SR 68.
CCC(=O)OC1CCC2C3CCC(=O)OC3C(C)(CCC(=O)O)CC12C (configuration not stated) was read as K-562 2.1*, RPMI-8226 6.5*, CCRF-CEM -15*, MOLT-4 -0.6*, MDA-MB-231 20, MDA-MB-435 -15* and SR -21*.
`CC(=O)Oc1ccc2ccc3ccc(C(C)=O)cc3c2c1` gave K-562 88, RPMI-8226 76, CCRF-CEM 75, MOLT-4 70, MDA-MB-468 58, MDA-MB-231 80, MDA-MB-435 90 and SR 61.
O=[N+]([O-])c1cccc2c(Br)cccc12 was read as K-562 109, RPMI-8226 103, CCRF-CEM 100, MOLT-4 106, MDA-MB-468 100, MDA-MB-231 90, MDA-MB-435 105 and SR 99.
